# PGK inhibitor – qHTS Assay to Find Inhibitors of Phosphoglycerate Kinase. Potency, µM (doses to about 57.5 µM), inactives show top-dose activity change, negative = inhibition, most hits filed as inhibitors. PGK/GAPDH coupled, Kinase-Glo luminescence, 60 min. AID 602233, 2012. 380,000 tested, 0.043% active. Phosphoglycerate kinase, glycosomal (Trypanosoma brucei brucei), P07378; also: potency is read from the fitted curve at half-maximal effect; % is scaled to controls: 0 for no effect and ±100 for the full control effect; nearly all actives have a fitted effect of over 60% in size
#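 Luminescent ATP detection (Kinase-Glo Plus) follows a 60-minute room-temperature incubation, with wells lacking PGK as controls. Buffer: 100 mM TEA (pH 7.6), 5 mM MgCl2, 0.01% Tween-20. Coupling enzyme GAPDH (100 nM final) supplies unstable 1,3-BPG in-well.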
# TrxR1 inh – qHTS Assay for Inhibitors of Mammalian Selenoprotein Thioredoxin Reductase 1 (TrxR1): qHTS; Thioredoxin reductase 1, cytoplasmic (Rattus norvegicus), O89049; recombinant rTrxR1, NADPH fluorescence consumption, selenite substrate; Potency, µM (series often up to 114 µM), for inactives: at the highest dose activity change, negative = inhibition, usual class: inhibitors; 390,000 tested, 1% active; AID 588453, 2011; also: potency is read from the fitted curve at half-maximal effect; % is scaled to controls: 0 for no effect and ±100 for the full control effect; nearly all actives have a fitted effect of over 65% in size
#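 Rat TrxR1 (90 nM in the dispensed reagent) was pre-reduced with 400 uM NADPH for 5 min at room temperature, then incubated with compound for 15 min. After 400 uM selenite was added, NADPH fluorescence (Ex 340/Em 450 nm) was followed for 8 min.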
# GLS inh – qHTS for Inhibitors of Glutaminase (GLS); Potency, µM (highest dose often 45.5 µM), inactives show top-dose activity change, negative = inhibition, usual class: inhibitors; Glutaminase kidney isoform, mitochondrial (Homo sapiens), O94925; 410,000 tested, 0.21% active; GLS enzymatic activity, qHTS titration; also: potency is read from the fitted curve at half-maximal effect; % is scaled to controls: 0 for no effect and ±100 for the full control effect
#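 Coupled fluorescence readout: glutamate oxidase/HRP/Amplex Red detect glutamate formed by hKGA from L-glutamine (1 mM solution added). Buffer 45 mM KH2PO4 pH 8.2, 0.02% Tween-20; reads at t0 and 30 min RT.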
# IDH1 R132H inh – qHTS for Inhibitors of mutant isocitrate dehydrogenase 1 (IDH1): qHTS | IDH1-R132H enzyme, NADPH consumption, diaphorase/resazurin fluorescence | Potency, µM (highest dose often 76.6 µM), without a hit: top-dose activity change, negative = inhibition, usual class: inhibitors | 390,000 tested, 0.093% active; also: potency is read from the fitted curve at half-maximal effect; % is scaled to controls: 0 for no effect and ±100 for the full control effect; nearly all actives have a fitted effect of over 65% in size
# Target sequence (O75874 whole entry R132H, stated change not applied): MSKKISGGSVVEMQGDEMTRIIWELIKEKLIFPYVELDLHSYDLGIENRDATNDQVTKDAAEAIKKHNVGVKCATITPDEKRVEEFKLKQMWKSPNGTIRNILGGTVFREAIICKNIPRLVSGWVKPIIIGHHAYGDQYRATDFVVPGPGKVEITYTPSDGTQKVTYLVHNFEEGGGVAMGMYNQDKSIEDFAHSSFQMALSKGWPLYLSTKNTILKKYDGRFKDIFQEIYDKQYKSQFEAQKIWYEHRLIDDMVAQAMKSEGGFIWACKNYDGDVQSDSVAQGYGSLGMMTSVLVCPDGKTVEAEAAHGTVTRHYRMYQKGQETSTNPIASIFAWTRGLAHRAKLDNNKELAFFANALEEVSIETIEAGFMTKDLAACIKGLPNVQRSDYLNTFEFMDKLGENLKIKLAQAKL
#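 IDH1-R132H (0.5 ug/mL dispensed) in pH 7.5 Tris buffer was preincubated 30 min with compound, then given a substrate mix of 0.016 mM NADPH and 2 mM alpha-KG for 80 min at room temperature; remaining NADPH was read by diaphorase/resazurin fluorescence.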
# HP1b binding inh – HTS for Inhibitors of HP1-beta Chromodomain Interactions with Methylated Histone Tails; Chromobox protein homolog 1 (Homo sapiens), P83916; AlphaScreen HP1-beta / biotin-H3K9me3 peptide binding; Potency, µM (titrated, usually from 114 µM), inactives show at the top dose activity change, negative = inhibition, hits mostly inhibitors; 390,000 tested, 0.56% active; also: potency is read from the fitted curve at half-maximal effect; nearly all actives have a fitted effect of over 70% in size; inactives centre near 23
# Target sequence (P83916 whole entry, looked up): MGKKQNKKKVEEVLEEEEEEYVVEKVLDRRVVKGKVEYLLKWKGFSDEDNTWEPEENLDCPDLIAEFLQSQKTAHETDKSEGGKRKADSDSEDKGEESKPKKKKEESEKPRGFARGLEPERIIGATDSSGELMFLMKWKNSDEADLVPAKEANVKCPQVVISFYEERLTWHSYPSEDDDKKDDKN
#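 HP1-beta protein (50 nM final) preincubated 30 min at room temperature with biotinylated H3(1-18)K9me3 peptide (50 nM) in PBS pH 7.4, 0.01% Tween-20, then compound added for 30 min. AlphaScreen streptavidin donor/nickel chelate acceptor beads (10 ug/mL final), 30 min dark, luminescence read.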
# TrxR1 substrate – qHTS Assay for Substrates of Mammalian Selenoprotein Thioredoxin Reductase 1 (TrxR1): qHTS; Thioredoxin reductase 1, cytoplasmic (Rattus norvegicus), O89049; purified TrxR1 substrate turnover, NADPH consumption readout; Potency, µM (titrated, usually from 114 µM), without a hit: at the highest dose activity change, negative = substrate turnover; 390,000 tested, 0.01% active; AID 588456, 2011; also: potency is read from the fitted curve at half-maximal effect; % is scaled to controls: 0 for no effect and ±100 for the full control effect; nearly all actives have a fitted effect of over 50% in size
#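 Rat TrxR1, dispensed at 90 nM, was prereduced with 400 uM NADPH (final) for 5 min at ~22 deg C, then incubated with compound 15 min before 400 uM selenite. A first-read NADPH fluorescence drop versus no-compound background flagged substrates.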
# Pin1 inhibitor – qHTS Assay to Find Inhibitors of Pin1; Potency, µM (titrated, usually from 115 µM), for the others: top-dose activity, negative = inhibition, most hits filed as inhibitors; 390,000 tested, 0.009% active; Pin1 FP peptide displacement, HiFluor488, 10 min; Peptidyl-prolyl cis-trans isomerase NIMA-interacting 1 (Homo sapiens), Q13526; active = well fitted inhibition curve with a large enough effect in the polarisation, with a control signal flat, not every such curve was filed as active; inconclusive = small, poorly fitted or top-dose-only effect, or effect the other way, or a change in a side signal; inactive = no such curve, though single readings can be large or run the other way; the % refers to the polarisation; also: potency is read from the fitted curve at half-maximal effect; % is scaled to controls: 0 for no effect and ±100 for the full control effect
# PI4K2A inh – qHTS for small molecular inhibitors of PI4K2A | Phosphatidylinositol 4-kinase type 2-alpha (Homo sapiens), Q9BTU6 | purified PI4K2A, ADP-Glo luminescence, 1 h; hits give low values | activity change, negative = inhibition, % at 76.9 µM | 420,000 tested, 0.13% active | AID 1346378, 2018; in the data active = activity change below about -50%; inconclusive = mostly about -30% to -49%;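 also: -100% = wells without enzyme as full effect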
# Target sequence (Q9BTU6 whole entry, looked up): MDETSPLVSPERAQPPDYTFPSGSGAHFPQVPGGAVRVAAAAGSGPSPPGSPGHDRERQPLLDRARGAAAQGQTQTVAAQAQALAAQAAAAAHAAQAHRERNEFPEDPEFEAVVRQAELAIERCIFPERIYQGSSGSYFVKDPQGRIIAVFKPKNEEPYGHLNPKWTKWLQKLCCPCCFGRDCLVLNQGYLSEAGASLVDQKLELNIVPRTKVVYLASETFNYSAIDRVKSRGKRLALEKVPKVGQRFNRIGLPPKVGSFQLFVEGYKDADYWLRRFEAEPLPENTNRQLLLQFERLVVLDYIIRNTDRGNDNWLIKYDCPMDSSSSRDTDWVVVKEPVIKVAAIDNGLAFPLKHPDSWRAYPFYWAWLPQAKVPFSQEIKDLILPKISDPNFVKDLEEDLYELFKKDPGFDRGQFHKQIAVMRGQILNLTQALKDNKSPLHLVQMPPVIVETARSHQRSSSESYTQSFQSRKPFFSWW
#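 In this quantitative HTS, ADP production by PI4K2A was quantified luminescently after 1 h at ambient temperature; 100 microM adenosine served as plate-quality control.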
# USP1-UAF1 inh – Inhibitors of USP1/UAF1: Primary Screen. recombinant USP1/UAF1, Ub-Rhodamine cleavage fluorescence. Potency, µM (top dose mostly 57.1 µM), for inactives: top-dose activity change, negative = inhibition, most hits filed as inhibitors. 390,000 tested, 0.23% active; also: potency is read from the fitted curve at half-maximal effect; % is scaled to controls: 0 for no effect and ±100 for the full control effect; nearly all actives have a fitted effect of over 60% in size; inactives centre near -12
#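 Step one: compound is pinned into 1nM USP1/UAF1 in HEPES pH 7.8 buffer with TCEP. Step two: 15 min room-temperature incubation. Step three: Ub-Rho (150nM final) starts cleavage, tracked by fluorescence over six one-minute reads.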
# Active calls of the source: *; i = inactive; ? = inconclusive; nt = not tested or not shown; & = joins results of further samples; [ ] = remark or other dose. Unless noted, calls follow the shape of the dose curve; as a rule, active = well fitted curve in the direction sought with a large enough effect; inconclusive = small, poorly fitted or top-dose-only effect, or another doubt; inactive = no such curve, though single readings can be large; an effect the other way counts as inactive or inconclusive.
Pin1 inhibitor	IDH1 R132H inh	PGK inhibitor	USP1-UAF1 inh	GLS inh	HP1b binding inh	TrxR1 inh	TrxR1 substrate	PI4K2A inh	SMILES
4%	7%	-6%	-4%	17%	?	15%	8%	-3	Cc1cc(NC(=O)CN2CCN(c3ncccn3)CC2)no1
-3%	1%	-10%	-18%	-11%	0%	5%[57.1 µM]	-12%[57.1 µM]	-1	O=Cc1c(NCc2cccc(F)c2)c2ccccc2[nH]c1=O
-1%	-28%	-8%	-32%	1%	33%	-4%	-4%	-3	Cc1cc2oc(=O)cc(-c3ccccc3)c2c(C)c1-c1ccc(CO)cc1
-5%	4%	-4%	-3%	0%	14%	-13%	-11%	3	CCCCC(NC(C)=O)c1nc2ccccc2n1CCC (stereo unspecified)
0%	13%	-1%	-13%	-10%	24%	24%[57.1 µM]	10%[57.1 µM]	-1	CN(CCCN1CCOCC1)Cc1cn(C)nc1-c1ccccc1F
-2%	1%	-11%	7%	-9%	30%	-12%	-12%	-4	COC(=O)C1=C(NC(=O)c2cccc(OC)c2)CCS1
?	4%	1%	-8%	13%	-21%	-11%	-10%	-3	COc1ccc(/C(C)=N/NC(=S)Nc2cc(C)ccc2C)cc1
4%	3%	-9%	-21%	-9%	3%	2%	1%	-1	Cc1csc(NC(=O)CSc2nnc(NC(=O)NC(C)(C)C)s2)n1
-2%	2%	-8%	-23%	5%	10%	27%	8%	-1	CCN1CCN(c2ccc(S(=O)(=O)N3CCOCC3)cc2NC(=O)/C=C/c2ccc(OC)c(OC)c2)CC1
9%	0%	-4%	-20%	-9%	14%	21%	1%	1	COc1ccc(NC(=O)c2cc3nc(-c4ccc(Cl)c(Cl)c4)cc(C(F)(F)F)n3n2)c(OC)c1
0%	0%	-11%	-7%	12%	24%	34%	6%	-1	CCCc1nnc(NC(=O)CCC(=O)NCc2ccccc2Cl)s1
-13%	4%	4%	-12%	-13%	40%[activator]	-2%[57.1 µM]	5%[57.1 µM]	10	COc1ccc(OCCC(=O)OCC(=O)NCc2ccccc2)cc1
-3%	4%	6%	-3%	-7%	23%	9%[57.1 µM]	8%[57.1 µM]	4	COc1ccc(COC(=O)CNC(=O)C2CCCCC2)cc1F
12%	10%	-3%	0%	-1%	14%	3%[11.4 µM]	-2%[11.4 µM]	-14	Cn1cc(SCC(=O)Nc2nc3ccccc3s2)c2ccccc21
2%	8%	i	-20%	5%	85%[activator]	4%	-1%	-3	COc1cc(C)ccc1OCCOCCOc1cc(C)c(C)cc1Br
4%	7%	-2%	-11%	1%	32%[activator]	23%	-2%	3	Cc1noc(C)c1S(=O)(=O)NCc1cccc(Cl)c1
-8%	-5%	-5%	-13%	3%	28%	24%	-5%	-1	COc1ccccc1C(C#N)N1N=C(C)CC1c1ccccc1 (stereo unspecified)
2%	-2%	-6%	3%	-20%	15%	-12%	-11%	3	Cc1ccc(C)c(S(=O)(=O)N2CCCOC2CNC(=O)C(=O)NCCCN2CCOCC2)c1 (stereo unspecified)
0%	5%	15%	5%	1%	21%	-13%	-10%	2	CCOC(=O)CSc1nc2sc(C)c(C)c2c(=O)n1N
6%	-2%	i	-18%	-13%	113%[activator]	24%	-1%	6	O=S(=O)(c1ccc(SCCOc2ccccc2Cl)nc1)N1CCCC1
1%	-3%	8%	-5%	7%	17%	?	-13%	1	COc1cccc(CNC(=O)CCCn2ncn3c(cc4occc43)c2=O)c1OC
?	1%	11%	-12%	-1%	98%[activator]	4%	-5%	0	Cc1cc(C)c(C(=O)COC(=O)C2CCN(c3ccc(C(F)(F)F)cn3)CC2)c(C)c1
?	-9%	2%	28µM*	-13%	20%	28µM*	-13%	-4	CCCN1C(=O)S/C(=C/c2ccc(N3CCOCC3)o2)C1=O
11%	-1%	i	-21%	0%	-18%[57 µM]	7.1µM*	-2%	-9	CCC1CCCCN1S(=O)(=O)c1ccc(NC(=O)c2nc(S(C)(=O)=O)ncc2Cl)cc1 (stereo unspecified)
-2%	0%	-8%	-16%	7%	4%	13%[57.1 µM]	-2%[57.1 µM]	-2	Cc1nn(-c2ccccc2)c2c1N(CCCC(=O)NCc1ccc(OC(C)C)cc1)C(=O)CS2
-13%	nt	0%	nt	-3%	25%	27%[57.1 µM]	5%[57.1 µM]	-3	Fc1ccccc1-c1nnc2n1N=C(c1ccc(OC(F)F)c(OCC3CC3)c1)CS2
0%	-3%	-11%	-8%	10%	19%[57 µM]	-13%	-4%	4	Cc1noc(C)c1S(=O)(=O)Nc1ccc(C(C)C)cc1
0%	-13%	7%	-26%	-10%	65%[activator]	18%	4%	3	COCCCNC(=O)Cn1cnc(C(=O)Nc2ccc(C)c(C)c2)n1
12%	-4%	-5%	-10%	?	-3%	-7%[57.1 µM]	14%[57.1 µM]	0	Cc1c(Cc2ccccc2)sc(NC(=O)/C=C/c2cccc3ccccc23)c1C(N)=O
-2%	12%	6%	-14%	18%	31%[activator]	4%	0%	-4	CCOC(=O)Cc1csc2nc3sc(C)c(C)c3c(=O)n12
3%	-10%	-2%	-15%	5%	10%	-4%	-5%	2	C=CCNC(=O)C(=O)NCC1CCCN1S(=O)(=O)c1cccs1 (stereo unspecified)
3%	8%	-11%	-6%	-7%	19%	4%[57.1 µM]	4%[57.1 µM]	-6	Cc1c(NC(=O)c2cc(-n3cnnc3)ccc2Cl)cccc1-c1nc2ccccc2s1
-3%	0%	-8%	-23%	5%	42%[activator]	16%	3%	3	COc1ccc(CNC(=O)C2CCCN2C)cc1OC (stereo unspecified)
2%	5%	7%	-14%	1%	25%	21%[57.1 µM]	10%[57.1 µM]	-4	CCOc1ccc(/C=C/C(=O)Oc2ccccc2)cc1
17%	3%	i	-8%	1%	?	26%	1%	-2	Cc1cc(C)c(NC(=O)CN(C)CC(=O)Nc2cccc(S(=O)(=O)N(C)c3ccccc3)c2)c(C)c1
-12%	-5%	-4%	7%	16%	25%	21%	5%	-3	COCCCNC(=O)C1CC(=O)N(C2CCCC2)C1 (stereo unspecified)
0%&14%	0%&1%	-13%&12%	-7%&-4%	9%&14%	17%&8%	6%&3%	0%&4%	3&0	O=C(CSc1ncc(-c2ccccc2)[nH]1)Nc1ccccc1
2%	5%	-10%	-20%	3%	15%	-11%	2%	26	CCc1ccc(/C=C/C(=O)c2ccc(S(=O)(=O)N(C)C)cc2)cc1
?	-14%	i	-14%	12%	9%[57 µM]	15%	1%	3	C=CCNC(=O)CC(=O)N/N=C/c1cccc(C)c1
-2%	12%	i	-24%	1%	85%[activator]	-4%	1%	-4	CC(C)NC(=O)N(C)C[C@H]1Oc2c(NC(=O)C3CC3)cccc2C(=O)N([C@H](C)CO)C[C@@H]1C
1%	0%	-8%	-3%	8%	29%	12%	-2%	-5	Cc1ccc(C)c(NC(=O)COC(=O)CC2c3ccccc3CCN2S(=O)(=O)c2ccc(F)cc2)c1 (stereo unspecified)
1%	3%	-9%	-8%	-1%	37%	-5%	-4%	0	Cn1cccc1C(=O)C(=O)Nc1cccc(Cl)c1Cl
-5%	2%	i	-3%	-12%	13%[57 µM]	13%[57.1 µM]	0%[57.1 µM]	-3	CCCCNC(=O)c1nn(-c2ccc(C)cc2)c(=O)n(C)c1=O
-4%	4%	-4%	?	33%[activator]	33%	11%	-4%	-2	Cc1cc([N+](=O)[O-])cc(/C=N/n2c(C)nc3ccccc3c2=O)c1O
18%	0%	9%	-5%	1%	23%[57 µM]	16%[57.1 µM]	6%[57.1 µM]	-1	COc1ccc(-c2nnc(SCC(=O)Nc3ccc(Cl)cc3)s2)cc1
-4%	7%	-7%	-22%	6%	-14%	-3%	6%	-9	Nc1ncc(CN2CCCC(C(=O)Nc3ccc(-c4ccco4)cc3)C2)cn1 (stereo unspecified)
-3%	-1%	i	-15%	1%	20%	8%[57.1 µM]	8%[57.1 µM]	3	Cc1ccc[n+](CC(=O)Nc2ccc(Cl)c([N+](=O)[O-])c2)c1
-3%	12%	8%	-8%	31%	32%[57 µM]	-1%[57.1 µM]	1%[57.1 µM]	-3	CCN1CCN(c2csc3ccc(Cl)cc3c2=O)CC1
0%	0%	-3%	-4%	12%	47%	10%[57.1 µM]	5%[57.1 µM]	7	CC(CCc1ccccc1)NC(=O)/C=C/c1ccccc1 (stereo unspecified)
-9%	19%	-4%	-21%	?	?	25%[57.1 µM]	4%[57.1 µM]	-4	Cc1[nH]c2ccccc2c1N=Nc1ccc(F)cc1

# These rows are one share of the data; the hit share may differ from the screen's.
